Screening results deposited in PubChem by National Center for Advancing Translational Sciences (NCATS).
HCV inhibitor: qHTS Assay for Inhibitors of Hepatitis C Virus (HCV) | Potency, µM (doses to about 41.8 µM), for the others: at the highest dose activity change, negative = inhibition, actives largely listed as inhibitors | Huh7.5.1 HCVcc-Cre infection, luciferase reporter, 44 h | 340,000 compounds, 3.4% hits | AID 651820, 2012
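Whole-lifecycle infectious HCVcc-Cre system; cells 1,000/well, compound then virus (~0.5 moi) added 4 h after plating, 44 h culture. Luciferase read 15 sec following 15 min substrate incubation, room temp.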
Pf growth 96h: Primary qHTS for delayed death inhibitors of the malarial parasite plastid, 96 hour incubation; P. falciparum luciferase reporter growth, 96 h; Potency, µM (top dose mostly 28.7 µM), for inactives: at the highest dose activity change, negative = inhibition, usual class: inhibitors; 320,000 compounds, 6.9% hits
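Erythrocytes infected with luciferase-expressing P. falciparum were dispensed at 2% hematocrit and 0.05% parasitemia (final), then incubated with compounds 96 hours at 37 C in 5% CO2. Luminescence after detection reagent addition reported growth.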
Sm TGR inh: qHTS Assay for the Inhibitors of Schistosoma Mansoni Peroxiredoxins | Schistosoma mansoni thioredoxin glutathione reductase (TGR), Q962Y6 | purified TGR, DTNB reduction, TNB absorbance 405 nm | Potency, µM (highest dose often 114 µM), for the others: at the top dose activity change, negative = inhibition, hits mostly inhibitors | 360,000 compounds, 3% hits | AID 485364, 2010; further: nearly all actives have a fitted effect of over 60% in size
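TGR 20 nM + NADPH 100 uM (dispensed conc.), cpd preinc 15 min RT; start with NADPH (500 uM addition) then DTNB (15 mM addition). Kinetic TNB absorbance, 405 nm filter. Four-parameter Hill fit across titration.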
Pf growth 48h: Primary qHTS for delayed death inhibitors of the malarial parasite plastid, 48 hour incubation; Potency, µM (series often up to 28.7 µM), inactives show top-dose activity change, negative = inhibition, actives largely listed as inhibitors; P. falciparum luciferase growth in erythrocytes, 48 h; 310,000 compounds, 5.9% hits
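Firefly luciferase activity from engineered P. falciparum reports growth; inhibitors lower the luminescent signal. Cultures contained 2% hematocrit erythrocytes at 0.1% final parasitemia.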
LmPK inh: qHTS Assay for Inhibitors of Leishmania Mexicana Pyruvate Kinase (LmPK). 290,000 compounds, 0.37% hits. AID 1721, 2009. Potency, µM (series often up to 57.5 µM), for the others: at the highest dose activity change, negative = inhibition, actives largely listed as inhibitors. purified LmPK, Kinase-Glo ATP luminescence, 1 h. Q27686
Target sequence (Q27686 whole entry, looked up): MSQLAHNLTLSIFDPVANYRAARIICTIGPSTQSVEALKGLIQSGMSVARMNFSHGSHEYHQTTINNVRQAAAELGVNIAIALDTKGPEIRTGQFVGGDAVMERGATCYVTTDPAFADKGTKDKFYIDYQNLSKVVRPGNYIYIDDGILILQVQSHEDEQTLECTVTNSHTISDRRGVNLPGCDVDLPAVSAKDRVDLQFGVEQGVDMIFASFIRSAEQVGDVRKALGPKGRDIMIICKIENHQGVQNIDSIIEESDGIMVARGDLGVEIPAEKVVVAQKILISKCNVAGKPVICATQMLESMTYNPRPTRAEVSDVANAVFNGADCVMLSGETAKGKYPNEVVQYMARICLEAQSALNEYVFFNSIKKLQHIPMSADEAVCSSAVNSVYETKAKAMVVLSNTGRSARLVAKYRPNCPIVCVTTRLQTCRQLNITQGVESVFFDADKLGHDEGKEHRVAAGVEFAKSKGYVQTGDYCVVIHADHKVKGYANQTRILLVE
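In 50 mM imidazole pH 7.2 with 7 mM MgCl2, LmPK (0.1 nM) turned over PEP (0.5 mM) and ADP (0.1 mM) for 1 h at room temperature. Luciferase read-out of ATP.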
TbPYK inhibitor: qHTS of Trypanosoma Brucei Inhibitors | TbPYK enzyme, Kinase-Glo Plus ATP luminescence, 45 min | Potency, µM (top dose mostly 76.8 µM), without a hit: top-dose activity, negative = inhibition, actives largely listed as inhibitors | 410,000 compounds, 0.12% hits | AID 624173, 2012; further: nearly all actives have a fitted effect of over 50% in size
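In this concentration-response screen, enzyme-free wells defined baseline while DMSO plates tracked drift. Each reaction combined TbPYK, substrate, compound and 130 uM ADP for 45 min at room temperature. Kinase-Glo Plus luminescence gave the signal.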
Numbers without * were called inactive; i = inactive; ? = inconclusive; · = no result given; & = joins results of further samples; [ ] = remark or other dose. The call rests on the fitted dose curve; in most records, active means well fitted curve in the direction sought with a large enough effect; inconclusive means small, poorly fitted or top-dose-only effect, or another doubt; inactive means no such curve, though single readings can be large; an effect the other way counts as inactive or inconclusive. On the % scale 0 is the no-effect control and ±100 the full control effect; potency means the concentration at half of the fitted maximal effect.

SMILES	HCV inhibitor	Pf growth 96h	Sm TGR inh	Pf growth 48h	LmPK inh	TbPYK inhibitor
CCC(=O)Nc1ccc2c(c1)nc1n2CCSC1	9%	12%	-10%	21%	-3%	-3%
COc1cccc(-c2nc(CS(=O)CC(=O)NC3CCCC3)c(C)o2)c1 (configuration not stated)	-17%	-20%	?	·	8%	6%
CCCCN(CC)S(=O)(=O)c1ccc(C(=O)N=c2sc3cc(NC(C)=O)ccc3n2C)cc1	?	?	2%	-15%	5%	1%
Cc1ccc(C)c(NC(=O)CCN2C(=O)[C@@H]3Cc4ccccc4CN3C2=O)c1	-20%	-29%	-1%	-11%	-1%	2%
CCN(CC)CCC(c1ccc2c(c1)OCO2)c1c(O)cc(OC)cc1OC (configuration not stated)	-15%	2.9µM*	3%	1.5µM*	-1%	3%
COc1ccccc1C1=NN(C(=S)Nc2ccccc2)C(c2ccco2)C1 (configuration not stated)	?	130%[activator]	2%	48%[activator]	-2%	-13%
Nc1ccc(C(=O)N2CCN(S(=O)(=O)c3ccc(Cl)s3)CC2)cc1[N+](=O)[O-]	4%	?	1%	-17%	·	2%
CCn1c(-c2ccsc2)nc2c1c(=O)[nH]c(=O)n2Cc1ccccc1	-26%	19%	-4%	-10%	-1%	0%
O=C(Nc1cccc2ccccc12)C12CC3CC(C1)CC(n1cnc([N+](=O)[O-])n1)(C3)C2	-11%	·	-10%	?	0%	1%
CCn1cc(C(=O)NCCc2ccccc2C)c(=O)c2ccc(C)nc21	3%	8%	8%	i	1%	-3%
Cc1cc(N2CCCC2)ccc1/C=N/n1cnnc1	-22%	-25%	-31%	·	3%	-2%
Cc1ccc2cc(/C=N/NC(=O)CN3CCCCC3)c(Cl)nc2c1	-12%	2%	0%	59%[activator]	3%	-1%
Cc1ccc(S(=O)(=O)N2CCC(C(=O)N3CCC[C@H]3C(=O)NCc3ccccc3)CC2)cc1	-9%&-20%	23%	-22%	?	-5%	6%
COc1cccc(-c2nn(C)c3sc(C(=O)N4CCN(c5ccccn5)CC4)cc23)c1	10µM*	?	-2%	?	-8%	3%
COc1ccc(CN(C)c2ncnc(N)n2)cc1	5%	-8%	9%	·	0%	1%
Cc1ccc(S(=O)(=O)/C(C#N)=C/c2c(N3CCN(C)CC3)nc3c(C)cccn3c2=O)cc1	-18%	88%[activator]	-28%	-6%	-1%	2%
CNS(=O)(=O)c1cc(O)c2c(S(=O)(=O)NC)cccc2c1	7%	12%	35%	3%	7%	-1%
CCCCN(C(=O)CC(c1ccccc1)c1ccccc1)c1c(N)n(CCC)c(=O)[nH]c1=O	?	?	6%	?	1%	0%
CCOC(=O)C1CCN(Cc2oc(CO)cc(=O)c2O)CC1	20%	?	-1%	·	-10%	-1%
O=C(O)CCN1C(=O)c2ccc(NC(=O)CSc3ccccc3)cc2C1=O	12%	19%	0%	-7%	-4%	-24%
COC(=O)Cn1c(=NC(=O)c2nc3ccccc3s2)sc2cc(S(N)(=O)=O)ccc21	?	26%	-6%	18%	0%	3%
CC(c1ccccc1)N1CC(C(=O)N2CCN(c3ccc(F)cc3)CC2)CC1=O (configuration not stated)	-1%	-10%	-6%	-13%	1%	-6%
COc1ccc(CN2CCNC(=O)C2CC(=O)NC2CCC2)c(OC)c1 (configuration not stated)	21%	15µM*	-66%	7%	-13%	2%
c1ccc(-c2nnc(-c3c[nH]c4ccccc34)nc2-c2ccccc2)cc1	-15%	·	10%	?	1%	-1%
O=C(NCc1cccnc1)/C(=C/c1ccccc1)NC(=O)c1ccccc1	1%	-3%	·	3%	4%	-1%

Reformatted in CSV form: entries from further up.
mol,HCV inhibitor,Pf growth 96h,Sm TGR inh,Pf growth 48h,LmPK inh,TbPYK inhibitor
COc1ccc(CN(C)c2ncnc(N)n2)cc1,5%,-8%,9%,·,0%,1%
Cc1ccc(S(=O)(=O)/C(C#N)=C/c2c(N3CCN(C)CC3)nc3c(C)cccn3c2=O)cc1,-18%,88%[activator],-28%,-6%,-1%,2%
CNS(=O)(=O)c1cc(O)c2c(S(=O)(=O)NC)cccc2c1,7%,12%,35%,3%,7%,-1%
CCCCN(C(=O)CC(c1ccccc1)c1ccccc1)c1c(N)n(CCC)c(=O)[nH]c1=O,?,?,6%,?,1%,0%

Additional entries follow:
SMILES	HCV inhibitor	Pf growth 96h	Sm TGR inh	Pf growth 48h	LmPK inh	TbPYK inhibitor
CCc1ccc(CN(C)C(=O)C2CCC(=O)N(Cc3cccc(OC)c3)C2)nc1 (configuration not stated)	-11%	?	-33%	?	4%	-1%
COc1ccc(-n2c(SCC(=O)NCC3CCCO3)nc3c([nH]c4ccccc43)c2=O)cc1OC (configuration not stated)	-14%	?	5%	?	5%	-3%
CCCNC(=O)c1nc(C)c(C)nc1C(=O)Nc1cccc(Cl)c1	-28%	-18%	1%	-3%	3%	-2%
CCc1cc2c(=O)c(-c3nc4ccccc4n3C)coc2c(CN2CCN(C)CC2)c1O	-4%&5%	0%	-1%	?	4%	-2%
Cc1nn(C(C)C(=O)NC2CCCCC2)c(=O)c2nn(-c3ccccc3)c(C)c12 (configuration not stated)	-11%	12µM*	0%	-3%	-13%	-3%
CCC(=O)N(Cc1ccco1)Cc1cc2cc3c(cc2[nH]c1=O)OCO3	-9%	35%[activator]	-14%	-1%	5%	0%
COc1ccc(N2C(=O)CC(Cc3ccc(Br)cc3)C2=O)cc1 (configuration not stated)	-6%	-24%	0%	25%	0%	9%
COc1cccc(C2CC(c3cccs3)=NN2C(=O)CSc2nc3c(cnn3-c3ccc(F)cc3)c(=O)[nH]2)c1OC (configuration not stated)	-5%[8.37 µM]	-2%	-10%	0%	16%	1%
CC1(C)CC(=O)C=C(NCc2ccccc2)C1	9%	0%	-8%	1%	-3%	6%
CC(C)(C)N/C=C(\C#N)S(=O)(=O)c1ccc(Br)cc1	14%	?	12%	?	0%	-1%
Cc1nc(NNC(=O)c2ccc(Cl)cc2Cl)cc(-c2ccccc2)n1	-6%	28%	3%	22%	4%	2%
CCOc1ccc(OCCC(=O)N(CC(=O)Nc2ccccc2C(F)(F)F)Cc2ccco2)cc1	0%	?	-9%	?	·	2%
COC(=O)c1sc2nc(C)cc(-c3ccccc3)c2c1N	?	-3%	-7%	25%	-2%	8%
CCC(C(=O)NC1CCCC1)N(C(=O)Cn1nnc(-c2ccc(C)o2)n1)c1ccc(F)cc1 (configuration not stated)	-23%	12µM*	3%	-2%	6%	1%
Cc1ccc(CN(C)CC(=O)Nc2cccc([N+](=O)[O-])c2)o1	-25%	-12%	-18%	-4%	-1%	0%
CCCCOc1ccc(NC(=O)CSc2nnnn2C)cc1	-1%	·	-4%	16%	1%	3%
CCn1cc(C(=O)NC2CCCCC2)c(=O)c2ccc(C)nc21	-1%	·	0%	31%[activator]	2%	1%
CCCC(=O)Nc1cccc(NC(=O)c2ccc([N+](=O)[O-])cc2Cl)c1	7.9µM*	-26%	-14%	-4%	-1%	2%
CCOC(=O)c1ccsc1NC(=O)c1ccco1	-11%	?	-5%	24%	0%	-9%
COc1cc(C(=S)N2CCC(C(N)=O)CC2)ccc1O	4%	·	-3%	1%	5%	-21%
COc1ccc(CC(=O)Nc2ccc(S(=O)(=O)NC(C)C)cc2)cc1	?	·	5%	9%	8%	-18%
COC(=O)C1=C(C)OC(N)=C(C#N)C1c1ccc(OC)c(OC)c1OC (configuration not stated)	18%	·	-4%	3%	3%	3%
Cc1ccccc1NC(=O)c1c(F)c(F)c(F)c(F)c1F	11%	·	1%	-17%	3%	-1%
CCCc1ncc(C[n+]2ccccc2C)c(N)n1	5%	10%	45µM*	6%	·	5%
CC(C)Sc1nnc([C@H](Cc2ccccc2)NC(=O)OC(C)(C)C)o1	6%	-15%	3%	-16%	2%	-28%

Pulled by compound from above:
SMILES	HCV inhibitor	Pf growth 96h	Sm TGR inh	Pf growth 48h	LmPK inh	TbPYK inhibitor
Cc1nn(C(C)C(=O)NC2CCCCC2)c(=O)c2nn(-c3ccccc3)c(C)c12 (configuration not stated)	-11%	12µM*	0%	-3%	-13%	-3%
CCC(C(=O)NC1CCCC1)N(C(=O)Cn1nnc(-c2ccc(C)o2)n1)c1ccc(F)cc1 (configuration not stated)	-23%	12µM*	3%	-2%	6%	1%
Cc1ccccc1NC(=O)c1c(F)c(F)c(F)c(F)c1F	11%	·	1%	-17%	3%	-1%
CCC(=O)N(Cc1ccco1)Cc1cc2cc3c(cc2[nH]c1=O)OCO3	-9%	35%[activator]	-14%	-1%	5%	0%
CCn1cc(C(=O)NC2CCCCC2)c(=O)c2ccc(C)nc21	-1%	·	0%	31%[activator]	2%	1%

The list continues:
SMILES	HCV inhibitor	Pf growth 96h	Sm TGR inh	Pf growth 48h	LmPK inh	TbPYK inhibitor
COc1ccc(C2C(C#N)=C(N)OC3=C2C(=O)CCC3)c(OC)c1OC (configuration not stated)	33%[activator]	1%	?	4%	-2%	-4%
Cc1ccc(CN2CCC(n3nccc3NC(=O)CCOc3ccccc3)CC2)cc1C	?	?	-7%	?	2%	1%
COc1ccc(OCC(=O)Nn2c(-c3cccc(OC)c3)nc3ccccc3c2=O)cc1	-7%	18%	9%	10%	0%	-3%
CCOc1cc(S(=O)(=O)n2nc(C)cc2C)ccc1F	17%	16%	45%[activator]	3%	4%	2%
CCC(C(=O)NCc1cccnc1)c1ccccc1 (configuration not stated)	6%	?	·	2%	1%	-3%
CCCN(CCC)CCNC(=O)CCC(=O)Nc1ccc2nc(N3CCN(C)CC3)cc(C)c2c1	-13%	?	1%	?	-2%	3%
Cc1ccc(OCc2nn3c(-c4ccco4)nnc3s2)cc1	10%	220%[activator]	-25%	15%	3%	-14%
COc1cc(C(=O)Nc2cccc(-n3cnnn3)c2)cc(OC)c1OC	?	0%	19%	1%	-2%	20%
Cc1cc2nnc(SCC(=O)NCc3cccs3)n2c2ccccc12	5%	?	0%	-29%	2%	·
CCC(=O)NC1CC2CCCC(C1)N2Cc1ccc(C)cc1 (configuration not stated)	4%	?	-3%	28%	-1%	-3%
O=S(=O)(c1cccc(S(=O)(=O)N2CCC(N3CCCCC3)CC2)c1)N1CCOCC1	·	?	-27%	4%	0%	·
COC(=O)c1ccc(COc2ccccc2/C=N/O)o1	0%	124%	-3%	-9%	0%	2%
CNC(=S)N1C2CCC1CC(NC(=O)NC13CC4CC(CC(C4)C1)C3)C2 (configuration not stated)	-6%	?	-8%	12µM*	-4%	0%
O=C(O)c1csc(-c2cccs2)n1	21%	-11%	-3%	30%	3%	-3%
Oc1cccc2ccc(Nc3ccccn3)nc12	1.1µM*	·	3%	0.37µM*	0%	2%
O=C(Nc1nc2ccccc2n1CCN1CCOCC1)c1ccc(COc2ccccc2Br)o1	10µM*	-13%[5.75 µM]	-11%	?	3%	-4%
CCc1nnc(NC(=O)CSCc2cc(=O)n3nc(C(C)C)sc3n2)s1	15%	36%[activator]	6%	12%	1%	0%
CC(C)CCNC(=O)c1onc(CSc2ccc(F)cc2)c1C(=O)NCCC(C)C	7%	?	3%	4.1µM*	·	2%
COCCCN1C(=O)C(=O)/C(=C(/O)c2ccc(C)cc2)C1/C=C/c1ccccc1 (configuration not stated)	?	-5%	0%	-9%	9%	8%
Cc1ccccc1CN(C)CC(=O)Nc1cccc(S(=O)(=O)N(C)c2ccccc2)c1	?	?	4%	?	3%	-18%
CCOc1ccc(C(=O)N/N=C/c2ccccc2[N+](=O)[O-])cc1	-25%	335%[activator]	-4%	292%[activator]	-5%	-1%
